Source: PubChem BioAssay
Rev-erbA mod = modulates human Rev-erb alpha binding to DNA | P20393 | Rev-erbα–FITC-DNA binding, fluorescence polarization, 90 min | activity, % at 10 µM | 0.79% of 370,000 active;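 active = activity above about 14%, limit read from the data; passing the limit was not always enough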;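 note: 0% = DMSO wells with 35 nM protein and 100% = DMSO wells with 750 nM protein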
Tn6 DDE FP = disrupts Tn6 cyclic peptide binding to fibrin D-Dimer-E complex. P02675. Fibrin DD(E) TRITC-Tn6 fluorescence polarization displacement. inhibition, % at 8.3 µM. 0.21% of 370,000 active;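 active = inhibition above a per-campaign cutoff: mean of compounds within control limits plus 3 SD, cut at about 15% in these data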;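 note: 0% = median of all compound wells on the plate and 100% = blocking peptide control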
ASAP1 GAP inh = ASAP1 ArfGAP inhibition. 0.19% of 360,000 active. inhibition, % at 16.5 µM. Q9ULH1. ASAP1-stimulated ARF1 GTP hydrolysis, GDP FP detection; in the data active = inhibition above about 25%;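 note: 0% = vehicle with enzyme and substrate and 100% = no enzyme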
KLK7 zymogen act = activates the human kallikrein-7 zymogen; P49862; purified proKLK7, EDANS-DABCYL substrate fluorescence; 100% is mature enzyme control, 0% vehicle; 0.9% of 370,000 active; activation, % at 7 µM;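 active = activation above the mean of all tested compounds plus 3 SD, computed per campaign excluding outliers beyond control limits, cut at about 13% in these data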
UHRF1 binding = blocks human UHRF1 binding to methylated DNA; Q96T88; UHRF1 binding to methylated oligo, TR-FRET; inhibition, % at 4.4 µM; 0.75% of 370,000 active; AID 687016; in the data active = inhibition above about 21%;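 note: UHRF1 SRA domain binding a hemimethylated CpG hairpin DNA probe; 0% = median of test compound wells and 100% = reference inhibitor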
Target sequence (Q96T88 whole entry, looked up, the tested form may be a part): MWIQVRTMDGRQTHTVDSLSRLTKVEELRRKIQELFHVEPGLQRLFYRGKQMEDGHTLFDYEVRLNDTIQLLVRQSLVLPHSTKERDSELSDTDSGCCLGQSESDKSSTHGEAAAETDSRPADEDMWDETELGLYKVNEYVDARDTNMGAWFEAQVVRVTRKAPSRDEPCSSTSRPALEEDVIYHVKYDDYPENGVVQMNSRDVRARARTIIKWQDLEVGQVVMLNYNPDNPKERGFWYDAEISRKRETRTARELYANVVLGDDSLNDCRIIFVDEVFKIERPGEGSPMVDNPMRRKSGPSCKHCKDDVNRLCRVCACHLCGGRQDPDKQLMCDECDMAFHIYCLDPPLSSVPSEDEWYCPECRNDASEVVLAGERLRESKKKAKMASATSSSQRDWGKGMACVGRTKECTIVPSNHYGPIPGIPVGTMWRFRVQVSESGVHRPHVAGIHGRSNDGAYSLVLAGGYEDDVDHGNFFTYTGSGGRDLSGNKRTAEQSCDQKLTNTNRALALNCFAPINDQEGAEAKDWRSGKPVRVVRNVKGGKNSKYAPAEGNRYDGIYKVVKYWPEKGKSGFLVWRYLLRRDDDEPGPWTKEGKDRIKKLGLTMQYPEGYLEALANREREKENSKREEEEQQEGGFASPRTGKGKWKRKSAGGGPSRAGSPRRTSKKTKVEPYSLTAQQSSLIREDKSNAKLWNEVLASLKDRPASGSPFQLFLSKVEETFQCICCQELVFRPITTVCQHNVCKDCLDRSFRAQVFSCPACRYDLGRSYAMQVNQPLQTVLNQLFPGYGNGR
PLCg1 inh = inhibitors of human phospholipase C gamma1. 0.84% of 370,000 active. purified PLC-gamma1, fluorogenic substrate, fluorescence. AID 720700. inhibition, % at 12.2 µM. P19174; in the data active = inhibition above about 9.5%
sPLA2-III inh = Inhibits HGIII-sPLA2 liposome hydrolysis, primary screen; Q9NZ20; 0.56% of 370,000 active; QFRET BODIPY PC-A2 liposome hydrolysis, fluorescence; inhibition, % at 12.2 µM;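 active = inhibition above mean plus 3 SD of compounds lying within the high and low control bounds, cut at about 19% in these data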;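 note: 0% = median of test compound wells and 100% = no enzyme DMSO wells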
Tn7 DDE FP = inhibitors of Tn7 peptide binding to human fibrin DD(E). P02675. FP displacement of FITC-Tn7 peptide from fibrin DD(E); 0% = median of compound wells per plate. inhibition, % at 8.3 µM. 0.13% of 370,000 active. AID 720508;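 active = inhibition above the mean of compounds falling within the control limits plus 3 SD of them, cut at about 14% in these data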;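 note: 0% = plate median of compound wells and 100% = 10 µM Aha-Tn7 peptide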
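Test system: human clot-derived fibrin DD(E) complex / Quantity: 2 µM final DD(E) protein / Incubation: 10 min plus 3 h, room temperature / Measured by: fluorescence polarization / Benchmarks: high control of 10 µM Aha-Tn7 peptide / Replicates: singlicate testing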
PLCb3 inh = blocks human PLC-beta3 enzyme activity. Q01970. Purified PLC-beta3, fluorogenic substrate, fluorescence. inhibition, % at 12.2 µM. 0.18% of 370,000 active; in the data active = inhibition above about 11%;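 note: 0% = median of compound wells on plate and 100% = full blocker control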
ARFGAP1 inh = rat ARFGAP1 inhibition; Q62848; Arfgap1-stimulated ARF1 GTP hydrolysis, GDP FP detection; inhibition, % at 16.5 µM; 0.26% of 360,000 active; AID 651572;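 active = inhibition above a per-plate limit, mean inhibition of low control wells plus 3 SD, cut at about 25% in these data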;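 note: 0% = DMSO wells with enzyme and 100% = wells lacking Arfgap1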
Target sequence (Q62848 1-136 limits assumed): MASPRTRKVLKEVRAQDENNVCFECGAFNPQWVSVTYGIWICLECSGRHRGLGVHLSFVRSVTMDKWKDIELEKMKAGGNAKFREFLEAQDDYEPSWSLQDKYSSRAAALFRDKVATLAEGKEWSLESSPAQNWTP
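system = rat Arfgap1 catalytic domain, aa 1-136 | technique = FP, GDP Alexa 633 tracer displaced from anti-GDP antibody, 620/688 nm | compound = one concentration, 16.5 µM, DMSO 1.26% | medium = HEPES-based buffer, pH 7.5 | timing = compound-enzyme preincubation 20 min, reaction 120 min, detection 60 min, 25 °C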
Numbers without * were called inactive; i = inactive; / = no result given.

mol	Rev-erbA mod	Tn6 DDE FP	ASAP1 GAP inh	KLK7 zymogen act	UHRF1 binding	PLCg1 inh	sPLA2-III inh	Tn7 DDE FP	PLCb3 inh	ARFGAP1 inh
O=C(CSc1nnc(-c2ccccn2)n1Cc1ccccc1)NC1CCCC1	3.6	-8.6	-11.2	0.2	1.3	-0.8	-4.2	5.0	0.4	-10.8
C[C@H](CO)N1C[C@H](C)[C@@H](CN(C)Cc2ccc(Oc3ccccc3)cc2)Oc2cc(Br)ccc2S1(=O)=O	-0.1	-5.0	8.6	0.1	-0.4	3.5	-16.4	-4.4	2.6	1.2
Cn1c(=O)c2[nH]c(C=Cc3ccc4c(c3)OCO4)nc2n(C)c1=O	0.1	-1.9	-2.1	1.0	-1.9	-3.6	1.9	0.0	-7.1	0.8
O=C1/C(=C/c2cccnc2)Oc2cc(OS(=O)(=O)c3ccc(F)cc3)ccc21	-3.0	-3.6	-5.8	-0.1	1.7	-9.0	-3.6	5.7	-10.0	-7.9
OC[C@@H]1CC[C@@H]2O[C@H](CCc3ccc(-c4ccc(F)cc4)cc3)[C@@H](n3cc(C4CC4)nn3)C[C@@H]2O1	-4.0	8.4	/	0.8	4.3	1.2	-2.6	5.1	1.8	/
O=C(CCCCl)Nc1nc(-c2ccc3c(c2)OCCO3)cs1	4.0	-6.1	3.9	0.0	0.0	-1.6	-0.7	-4.2	-8.1	8.4
N/C(=N\OCC(=O)Nc1ccccc1)c1nonc1N	5.9	-3.3	0.6	-0.2	-2.4	2.1	-3.0	2.2	0.9	10.7
CN1C(=O)c2cccc3c(N)ccc(c23)C1=O	274.6*	4.3	10.4	3.7	-387.6	-478.7	-259.3	24.4*	i	-6.3
COc1ccc(N2C(=O)CCC2=O)cc1	3.6	0.7	-10.2	-0.4	2.4	1.3	2.9	-1.2	0.7	11.7
Cc1ccccc1Cn1c2ccccc2c2cnn(CC(=O)NCc3ccco3)c(=O)c21	-0.4	0.1	10.0	-0.8	22.5*	-6.6	-8.7	8.1	-17.8	1.1
CC(C)[C@@H](C)/C=C/[C@@H](C)[C@H]1CC[C@@H]2[C@]1(C)CCC1[C@]23C=C[C@]2(C[C@@H](O)CC[C@]12C)N(c1ccc(F)cn1)O3 (some centres not stated)	1.6	-1.3	1.6	1.1	-5.8	-9.7	-7.6	-4.9	-14.3	7.8
COc1ccc(OC)c(NC(=S)NN2CCN(C)CC2)c1	-3.6	6.7	-2.7	0.3	-0.9	-0.1	1.6	-3.6	-1.4	-6.8
Cc1ccc(S(=O)(=O)N2CCC(C(=O)NNC(=O)c3ccncc3)CC2)cc1	10.6	5.0	-7.8	0.3	1.6	8.9	-1.8	-0.1	11.6*	0.0
Cn1c(CNc2ccc(F)cc2)nc2ccccc21	-4.9	2.2	-10.4	0.1	-1.6	1.9	0.5	0.0	-3.3	-6.1
CCCCSc1nc(O)cc(=O)n1CC	-1.8	-7.5	11.0	0.2	-3.5	2.6	3.5	-4.6	-2.2	-8.9
O=C1NC[C@@H](CCCCN2CCN(Cc3ccccc3)C(=O)C2=O)N(CC2CCCCC2)C1=O	0.3	-1.6	13.7	0.3	1.0	2.2	15.5	1.3	-0.2	8.5
Cc1noc(C)c1C(=O)Nc1nc(-c2ccc(F)cc2)cs1	0.3	-0.4	-3.5	-0.9	0.6	-4.8	12.8	6.0	-10.1	-1.1
COc1cc(/C=C2\SC(=S)N(NC(=O)c3ccc(O)c(OC)c3)C2=O)ccc1O	2.3	-16.3	5.4	1.3	-6.1	-80.3	-8.5	-10.9	-105.0	8.3
O=C(c1cc(C(=O)N2CCOCC2)c2nc3ccccc3n2c1)c1cc(Cl)cc(Cl)c1O	-1.1	-6.2	0.5	0.4	-3.7	-6.0	-5.3	8.6	-14.6	-2.8
CCCCN1CC[C@H]2C=CC[C@@H](C(=O)NCc3ccc(OC)cc3)[C@H]2C1=O	5.5	3.1	10.1	0.8	-0.4	-0.4	2.7	-7.4	0.9	-0.7
Cn1c(=O)n(C)c2cc([N+](=O)[O-])c(N3CCN(S(=O)(=O)c4ccc(C(C)(C)C)cc4)CC3)cc21	4.0	-3.3	-1.8	-0.3	1.2	-0.2	3.2	3.9	0.2	11.8
Cc1ccc(O)c(NC(=O)c2ccccc2-c2ccccc2C(=O)O)c1	-5.9	-4.1	-9.1	0.1	-3.0	1.5	-0.5	5.1	0.5	-6.2
CC(C)C[C@H](N)c1cn([C@@H](Cc2cc3ccccc3[nH]2)C(=O)N2CCNCC2)nn1	-5.7	3.2	5.8	0.0	5.0	-2.8	-4.7	4.5	-2.0	-6.7
Cc1ccc(NC(=O)COC(=O)/C=C/c2ccco2)cc1S(=O)(=O)N(C)C	-7.3	-6.4	16.1	0.5	13.3	-8.9	-3.1	-3.0	-15.1	0.3
CC(=O)Nc1sc(C)c(C)c1C(=O)OCC(=O)N(CCC#N)c1cc(C)cc(C)c1	2.4	8.2	-2.0	-0.4	-3.5	-23.4	0.5	2.3	4.1	-18.4
Cc1nc(NC(=O)CSc2nnc(-c3ccccc3)c(-c3ccccc3)n2)c(Cl)cc1Cl	2.6	6.3	2.4	0.2	-1.0	4.0	-5.8	-3.1	3.5	9.6
O=c1c2c(n3nnnc3n1Cc1ccc(Cl)cc1)-c1ccccc1CC21CCCC1	4.8	2.9	/	-0.8	-2.2	-5.0	-0.3	10.0	-5.9	/
CN(c1ccccc1)S(=O)(=O)c1cccc(NC(=O)COC(=O)C2CCCCC2)c1	-3.1	0.8	7.3	-0.4	2.7	4.8	-11.1	-7.0	-5.1	-4.0
OCCN1CCN(c2ncnc3c2ncn3[C@H]2CN(Cc3ccc(-c4ccccc4)cc3)C[C@@H](CO)O2)CC1	-1.3	11.7	7.5	0.1	0.1	6.7	-16.9	4.5	2.3	1.0
COc1ccccc1/C=C/C1(C(=O)NC2CCCC2)CC(=O)N1c1ccc(F)cc1 (configuration not stated)	-2.3	3.6	-8.4	0.3	2.7	-1.5	-1.8	-2.1	-3.1	-4.9

Shown with each value named: two of the compounds above
> O=C1NC[C@@H](CCCCN2CCN(Cc3ccccc3)C(=O)C2=O)N(CC2CCCCC2)C1=O
  Rev-erbA mod: 0.3
  Tn6 DDE FP: -1.6
  ASAP1 GAP inh: 13.7
  KLK7 zymogen act: 0.3
  UHRF1 binding: 1.0
  PLCg1 inh: 2.2
  sPLA2-III inh: 15.5
  Tn7 DDE FP: 1.3
  PLCb3 inh: -0.2
  ARFGAP1 inh: 8.5
> Cc1noc(C)c1C(=O)Nc1nc(-c2ccc(F)cc2)cs1
  Rev-erbA mod: 0.3
  Tn6 DDE FP: -0.4
  ASAP1 GAP inh: -3.5
  KLK7 zymogen act: -0.9
  UHRF1 binding: 0.6
  PLCg1 inh: -4.8
  sPLA2-III inh: 12.8
  Tn7 DDE FP: 6.0
  PLCb3 inh: -10.1
  ARFGAP1 inh: -1.1

Other structures follow.
mol	Rev-erbA mod	Tn6 DDE FP	ASAP1 GAP inh	KLK7 zymogen act	UHRF1 binding	PLCg1 inh	sPLA2-III inh	Tn7 DDE FP	PLCb3 inh	ARFGAP1 inh
C#CCSc1nnc(CSc2nc3ccccc3s2)n1-c1ccccc1	2.9	-7.3	8.5	0.0	-4.6	-2.0	-4.5	-1.1	-0.7	4.9
COc1ccc(C)cc1NC(=O)c1ccc2c(c1)C(=O)N(Cc1ccncc1)C2=O	-9.6	-9.4	6.5	-6.7	-1.3	1.2	4.4	-0.4	-10.1	-0.6
Cc1ccc(S(=O)(=O)N(C)C)cc1NC(=O)C(C)OC(=O)CC1CC2CCC1C2 (configuration not stated)	2.5	-0.6	5.9	0.7	3.1	3.2	-3.5	-5.5	2.6	10.9
CCCCOP(=O)(OCCCC)C(O)c1ccc(N(C)C)cc1 (configuration not stated)	-0.7	-1.2	-3.5	0.1	1.0	-0.6	8.7	0.1	-7.7	3.8
Brc1ccc(-c2ccc(/C=N/Nc3nncc(-c4ccccc4)n3)o2)cc1	3.1	-1.1	16.9	-0.5	0.2	0.7	5.4	1.2	-1.0	10.3
Cc1ccc(C(=O)/C=C/c2ccc(Br)cc2)o1	/	1.1	-10.2	-0.8	2.0	-3.5	9.4	8.9	2.6	2.6
COc1ccc(C2=NN(C(N)=S)C(c3ccco3)C2)cc1 (configuration not stated)	-2.2	1.0	1.7	1.0	1.2	-3.5	13.0	0.3	-7.4	1.5
Cc1cccc(NC(=O)c2nc[nH]c2C(=O)N[C@@H](C)C(=O)OC(C)(C)C)c1	1.7	-1.7	2.9	0.0	0.0	3.3	-5.1	-7.7	0.1	18.4
CC1CCN(C(=O)c2ccc(NC(=O)c3ccccc3)cc2)CC1	2.4	6.3	2.2	0.4	2.4	-0.2	-0.2	0.9	-7.8	2.8
NC(=O)c1cc2ccccc2oc1=NCc1ccccc1	2.2	-6.1	-13.7	2.0	-2.2	-6.2	-1.3	-4.0	-9.4	-2.1
C=CCn1c(SCCC#N)nnc1-c1ccncc1	-4.1	9.1	-4.0	-0.5	-0.3	0.0	3.1	-4.0	4.9	9.4
Cn1c(/C(C#N)=C(\O)c2ccc(S(=O)(=O)N3CCCCC3)cc2)nc2ccccc21	2.5	-0.2	-14.6	0.5	-2.4	-2.2	-1.2	10.0	2.3	2.2
CN1CCN(C(=O)c2cnn(-c3ccccc3)c2NC(=O)c2ccccc2F)CC1	-1.7	-6.8	12.9	0.8	-0.9	-0.8	4.7	-9.5	-0.2	-7.9
O=C(CN1C(=O)C2CC=CCC2C1=O)Nc1nc(-c2ccc(F)cc2)cs1 (configuration not stated)	-2.7	3.8	1.9	0.4	2.9	-5.8	-10.1	2.4	-8.4	2.5
CC1=Nc2ccccc2NC(=O)C1Sc1nnc(C)s1 (configuration not stated)	-2.3	-2.5	2.0	0.1	0.8	-5.5	-1.8	-4.9	-4.6	-3.7

Copied from the list:
sPLA2-III inh with COc1ccc(C2=NN(C(N)=S)C(c3ccco3)C2)cc1 (configuration not stated) = 13.0
Tn6 DDE FP with CN1CCN(C(=O)c2cnn(-c3ccccc3)c2NC(=O)c2ccccc2F)CC1 = -6.8

The listing continues.
mol	Rev-erbA mod	Tn6 DDE FP	ASAP1 GAP inh	KLK7 zymogen act	UHRF1 binding	PLCg1 inh	sPLA2-III inh	Tn7 DDE FP	PLCb3 inh	ARFGAP1 inh
Clc1cccc(OCCCn2ccnc2)c1	1.3	5.0	-1.5	-0.2	0.0	7.3	-6.1	-0.2	-3.3	2.2
Cc1cnc(NC(=O)CSc2nnc(-c3ccccc3)o2)s1	-0.8	2.3	12.5	0.9	-3.4	-13.7	-2.4	-2.8	-16.6	3.0
CS(=O)(=O)N(CC(=O)N/N=C/c1ccc(OCC(=O)N2CCOCC2)cc1)c1ccccc1Cl	-2.0	-12.8	5.4	0.0	2.7	-1.7	-0.8	4.7	2.5	-2.7
COc1ccc(-c2csc(N3C(=O)C4C5c6ccccc6C(c6ccccc65)[C@@H]4C3=O)n2)cc1 (some centres not stated)	-2.1	2.9	4.8	-0.3	3.8	0.8	4.5	-3.4	2.7	1.9
O=C(NCC1CCCO1)c1cc([N+](=O)[O-])ccc1Cl (configuration not stated)	-0.5	2.1	-3.4	-0.1	2.1	1.8	-2.1	-7.2	7.1	1.3

Compounds were not picked by outcome (roughly 4.5% active in at least one column).
